F-actin modifier – alters cytoskeleton assembly in HUVEC cells; HUVEC TNFa F-actin phalloidin imaging, high content; inhibition, % at 2 µM; hit rate 0.18% among 91,000;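 active = inhibition above the batch mean plus 3 SD and confirmed as a hit by visual image inspection, cut at about 30% in these data, passing the limit was not always enough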; note: strong numbers were not always called active
sEH inh – inhibitors of human soluble epoxide hydrolase; P34913; recombinant human sEH enzymatic activity assay; AID 707; inhibition, % at 2 µM; hit rate 0.34% among 91,000; in the data active = inhibition above about 80%; note: values of inactives mirror those of a sister screen read the other way; many of its hits are not listed in these tables
Target sequence (P34913 whole entry, looked up): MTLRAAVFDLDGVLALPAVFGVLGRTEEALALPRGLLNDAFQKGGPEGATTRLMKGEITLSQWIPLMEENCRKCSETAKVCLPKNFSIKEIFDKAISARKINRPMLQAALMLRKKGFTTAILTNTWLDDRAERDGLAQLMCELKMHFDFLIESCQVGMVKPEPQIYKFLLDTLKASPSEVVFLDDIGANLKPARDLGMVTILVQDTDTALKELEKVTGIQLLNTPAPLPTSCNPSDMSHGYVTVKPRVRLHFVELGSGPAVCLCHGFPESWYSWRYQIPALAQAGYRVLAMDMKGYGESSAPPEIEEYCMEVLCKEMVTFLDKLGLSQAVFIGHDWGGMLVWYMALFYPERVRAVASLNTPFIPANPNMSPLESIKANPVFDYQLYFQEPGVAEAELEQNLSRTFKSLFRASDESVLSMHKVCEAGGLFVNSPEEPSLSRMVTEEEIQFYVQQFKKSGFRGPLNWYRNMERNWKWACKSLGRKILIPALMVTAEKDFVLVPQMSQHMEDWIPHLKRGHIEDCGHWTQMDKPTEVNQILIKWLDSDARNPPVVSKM
Calb biofilm kill – kills Candida albicans biofilms. C. albicans biofilm + clotrimazole, Alamar Blue. inhibition, % at 6 µM. hit rate 0.14% among 85,000. AID 834;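 active = inhibition above 20%; inactive = inhibition below 20%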;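 note: preformed 24 hr biofilms exposed to compound for 48 hr; 0% = biofilm without compound and 100% = blank killed by clotrimazole plus chlorhexidine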
TNFa cytotox – HUVEC cytotoxicity counter-screen, TNF alpha stimulated | HUVEC TNFalpha-stimulated, Hoechst cell count, imaging | cell count reduction, % at 2 µM | hit rate 0.17% among 93,000;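 active = cell count reduction exceeding the screen mean by over 5 SD, scaled to untreated wells per plate, cut at about 78% in these data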;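 note: cells counted after 24 h of TNF alpha exposure following the 1 h pretreatment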
sEH activator – increases human soluble epoxide hydrolase activity; purified human sEH enzymatic activity, activator screen; activation, % at 2 µM; hit rate 0.04% among 91,000; in the data active = activation above about 37%; note: values of inactives mirror those of a sister screen read the other way
HUVEC tox IL1B – HUVEC cytotoxicity counter-screen, IL-1B stimulated | HUVEC cell count loss, Hoechst imaging | cell count reduction, % at 2 µM | hit rate 0.41% among 94,000;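 active = cell count reduction more than 3 SD above the screen-wide mean, cut at about 70% in these data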;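 note: normalized per plate to untreated control cells as the no-loss baseline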
VCAM1 TNFa inh – reduces TNF alpha induced VCAM1 expression in HUVEC; HUVEC TNFa-induced VCAM-1 immunofluorescence, high-content imaging; inhibition, % at 2 µM; hit rate 0.48% among 95,000; AID 802;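 active = inhibition above the batch mean plus 3 SD, with images confirmed as a hit by eye, cut at about 37% in these data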;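 note: 0% = TNF-stimulated DMSO wells and 100% = unstimulated control wells; not every result past the cut was called active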
Smad3 inh – Smad3 (human) transcription factor binding inhibition. TR-FRET Smad3/Dy647-FoxH1 peptide binding, europium anti-His. inhibition, % at 25 µM. hit rate 0.29% among 88,000. P84022;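 active = compounds that reduce the energy-transfer binding signal between the protein and its labelled peptide by more than half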;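 note: 0% = Smad3 plus labelled peptide maximal FRET and 100% = peptide-only background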
Target sequence (P84022 whole entry, looked up): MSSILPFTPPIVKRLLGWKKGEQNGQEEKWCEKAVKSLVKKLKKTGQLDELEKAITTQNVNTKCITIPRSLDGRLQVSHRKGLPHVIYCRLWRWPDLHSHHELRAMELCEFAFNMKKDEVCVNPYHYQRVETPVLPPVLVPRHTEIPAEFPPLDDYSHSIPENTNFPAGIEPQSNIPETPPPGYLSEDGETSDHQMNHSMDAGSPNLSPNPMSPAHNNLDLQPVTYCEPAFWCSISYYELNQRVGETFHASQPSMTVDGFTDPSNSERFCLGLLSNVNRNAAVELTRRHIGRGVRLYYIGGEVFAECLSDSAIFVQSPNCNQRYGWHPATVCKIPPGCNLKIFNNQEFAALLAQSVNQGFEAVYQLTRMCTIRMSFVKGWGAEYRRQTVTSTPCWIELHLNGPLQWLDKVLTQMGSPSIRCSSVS
ERb SRC1 inh – ER-beta (human) coactivator binding inhibition; Q92731; TR-FRET ER-beta LBD / SRC1-Cy5 peptide binding; receptor agonist-loaded with 1 µM estradiol; inhibition, % at 25.6 µM; hit rate 1.3% among 86,000; AID 633;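 active = compounds whose percent inhibition of the receptor-coactivator binding signal exceeds about 50% in the single-dose screen, limit read from the data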;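 note: 0% = receptor plus peptide wells without compound and 100% = peptide-only wells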
Numbers without * were called inactive; . = not tested or not shown; [ ] = remark or other dose. Some of the compounds tested (hit frequency here may not be typical).

Each structure is followed by: Calb biofilm kill, Smad3 inh, sEH inh, F-actin modifier, VCAM1 TNFa inh, TNFa cytotox, ERb SRC1 inh, sEH activator, HUVEC tox IL1B
Cc1ccc(CNC(=O)/C(C#N)=C\c2ccc(N(C)C)cc2)cc1
    ., ., 2, 3, -5, 20, ., -1, -56
CCn1ncc([N+](=O)[O-])c1C(=O)N1CCCC1
    ., ., -14, 11, 1, -30, ., 18, 8
C=CCNC(=O)c1ccc2c(c1)nnn2C
    7, -1, -4, 5, -13, -18, -7, 4, 28
CCOc1ccccc1-n1cnc2cc(C(=O)NCc3ccco3)ccc21
    9, -7, -10, -26, -6, -16, 8, 10, 4
Cc1cccc2cc(COC(=O)C(C)(C)C)c(=O)[nH]c12
    1, 1, 3, 25, -19, -48, -3, -1, -20
COC(=O)c1[nH]c2cc(OC)ccc2c1N
    8, -1, 27, 14, -7, -35, -4[fluorescence artefact?], -26, -13
COc1ccc(N=CC2=C(Nc3ccc(OC)cc3)c3c(C)nn(-c4ccccn4)c3CC2)cc1
    1, 19, -9, -12, -1, -18, 28[fluorescence artefact?], 12, .
COc1ccc(/C=C/C(=O)c2ccc(NC(=O)c3cccs3)cc2)cc1OC
    ., ., 1, 13, 10, -10, ., 0, -32
CCC(CC)C(=O)Nc1nnc(SCC(=O)N2CCN(c3ccccc3OC)CC2)s1
    3, 2, 0, ., 10, -31, -4, 1, -30
O=C(NC1(C(F)(F)F)C(=O)Nc2c1c(=O)[nH]c(=O)n2Cc1ccco1)C1CCCCC1 (stereo unspecified)
    3, 1, -6, -9, 4, -1, -2, 4, -31
O=C(c1n[nH]c2ccccc12)N1CCN(S(=O)(=O)c2ccc3ccccc3c2)CC1
    0, -11, 2, ., 1, 3, 22, -2, 4
O=C(Nc1ccc(Cl)c(Cl)c1)Nc1cc(C(=O)N2CCOCC2)ccc1N1CCCCC1
    9, 12, 3, 3, 17, 13, -4, 2, -3
CCOc1ccc(NC(=O)c2cccc3c2C(=O)N(CCOC)C3)cc1
    1, -9, -4, -15, -9, 6, -2, 3, -19
O=C(CCC(=O)c1cccs1)OCc1nc2ccccc2s1
    2, 0, -7, 9, 11, -28, -1, 5, -23
COc1cccc(OCCCN2CCN(S(=O)(=O)c3ccc(NC(C)=O)cc3)CC2)c1
    2, -5, -2, -17, -13, 5, -1[fluorescence artefact?], 0, 0

Compound profiles, as listed above. Order of values: Calb biofilm kill, Smad3 inh, sEH inh, F-actin modifier, VCAM1 TNFa inh, TNFa cytotox, ERb SRC1 inh, sEH activator, HUVEC tox IL1B
CCOc1ccccc1-n1cnc2cc(C(=O)NCc3ccco3)ccc21 reads 9, -7, -10, -26, -6, -16, 8, 10, 4
O=C(c1n[nH]c2ccccc12)N1CCN(S(=O)(=O)c2ccc3ccccc3c2)CC1 reads 0, -11, 2, ., 1, 3, 22, -2, 4
C=CCNC(=O)c1ccc2c(c1)nnn2C reads 7, -1, -4, 5, -13, -18, -7, 4, 28
O=C(CCC(=O)c1cccs1)OCc1nc2ccccc2s1 reads 2, 0, -7, 9, 11, -28, -1, 5, -23
COc1ccc(N=CC2=C(Nc3ccc(OC)cc3)c3c(C)nn(-c4ccccn4)c3CC2)cc1 reads 1, 19, -9, -12, -1, -18, 28[fluorescence artefact?], 12, .

Next records:
Each structure is followed by: Calb biofilm kill, Smad3 inh, sEH inh, F-actin modifier, VCAM1 TNFa inh, TNFa cytotox, ERb SRC1 inh, sEH activator, HUVEC tox IL1B
O=C(OCc1nnc(-c2ccccc2)o1)C1CCN(S(=O)(=O)c2cccs2)CC1
    0, -6, -12, -36, 3, 15, 4[fluorescence artefact?], 16, 8
CN(C(=O)c1ccc(Cl)cc1)C1=CCCCC1CCC#N (stereo unspecified)
    11, 2, 3, 16, -2, -8, -9, -2, 0
c1ccc(Cn2cnc3ccccc32)cc1
    5, 3, 0, 6, -3, 2, -8, -2, 95*
O=C1C2C3C=CC(C3)C2C(=O)N1CCCO (stereo unspecified)
    0, -7, -6, -4, 0, -2, 0, 4, -8
COc1ccccc1S(=O)(=O)n1cc(Cc2ccccc2)c(N)n1
    6, 1, 8, 17, -6, -6, -15, -5, -42
Cc1ccc(-c2c(C)n([O-])c3c([n+]2=O)CCC3)o1
    -3, -1, 10, 15, -3, 50, -1, -11, -13
CCCCC1CCC(C(=O)Nc2ccc(S(=O)(=O)Nc3nccs3)cc2)CC1 (stereo unspecified)
    -2, 1, 36, -1, 2, -1, -3, -36, -8
COc1ccc(C(NC(=O)c2ccco2)c2ccc(OC)c(OC)c2)cc1 (stereo unspecified)
    8, -4, 8, -3, 16, 4, 5, -6, -26
COC(=O)c1nnn(-c2nonc2N)c1CSc1nc2ccccc2s1
    8, 1, -9, -1, 10, -1, -5, 4, 21
COC(=O)[C@@H](NC(=O)Nc1cc(Cl)ccc1C)C(C)C
    11, 18[fluorescence artefact?], 16, 4, 1, -17, -8, -13, -3
OC(COCC1CC=CCC1)Cn1cnc2ccccc21 (stereo unspecified)
    8, -8, 8, 8, 17, -26, -2[fluorescence artefact?], -6, -2
O=C(C(c1ccccc1)c1ccccc1)N(Cc1ccco1)C1CCS(=O)(=O)C1 (stereo unspecified)
    3, 14[fluorescence artefact?], 1, -18, 8, -10, 6, 2, -20
N#CCCN1CCN(C2=NC(=O)C(=C3CCCCC3)S2)CC1
    8, 3, -2, -4, 3, 8, -2, 2, 6
COc1ccc(OC)c(N2C(=O)CC(Cc3ccc(C)cc3)C2=O)c1 (stereo unspecified)
    ., ., 2, 3, 11, -11, ., 2, -8
COc1cccc(N2C(=O)CC(N3CCc4ccccc43)C2=O)c1 (stereo unspecified)
    8, -14, 16, -3, -4, -6, -4, -12, -9
Cc1ccc(-n2c(SCC(=O)N3CCOCC3)nnc2-c2ccncc2)cc1
    2, -6, -10, 5, 10, -10, -3, 9, -30
COc1ccc(C(=O)c2ccc(OC)c3cccc(O)c23)cc1OC
    7, -8, 6, 6, -20, -18, 9, -6, -7
CC(C)C(NC(=O)OCc1ccccc1)C(=O)NCC(=O)OC(C)(C)C (stereo unspecified)
    11, 6, 27, -8, -10, -5, -2, -28, -4
CC(=O)Nc1ccc2nc(-c3ccccn3)[nH]c2c1
    2, -18, -6, 44, 12, -5, -5, 2, 2
CN(C)c1ccc(C2C3C(=O)NC(=O)C3ON2c2ccc(Cl)cc2)cc1 (stereo unspecified)
    7, -3, -12, 5, -4, -7, 14[fluorescence artefact?], 11, 11
CCOC(=O)C1CSC(CC(=O)Nc2ccc(Cl)c(Cl)c2)C(=O)N1 (stereo unspecified)
    8, 6, 39, -17, 12, -2, -2, -38, 37
CCCCCn1c(CN2CCN(C)CC2)nc2c1c(=O)n(C)c(=O)n2C
    1, 7, 0, 12, 10, -16, -11, 2, -25
O=C(NCc1ccco1)C(c1ccncc1)N(CCC1=CCCCC1)C(=O)Cn1nnc2ccccc21 (stereo unspecified)
    ., 0, -1, 16, 20, -20, -7, 0, -8
Cc1ccc(SCC(=O)c2sc(-c3ccccc3)nc2C)cc1
    ., ., -3, 12, -1, -2, ., 6, 0
O=C(CCSCCC(=O)NCc1ccco1)NCc1ccco1
    6, 10, ., -1, 5, -24, 57*[fluorescence artefact?], ., .
O=C(c1ccccc1F)N1CCc2ccccc21
    5, 3, -16, 10, 3, -18, 3, 16, -14
COc1ccc([N+](=O)[O-])cc1NC(=O)CC(C)c1ccccc1 (stereo unspecified)
    ., ., 9, 9, 8, -5, ., -6, -30
Cc1onc(-c2ccccc2Cl)c1C(=O)NCc1ccc(N2CCCC2=O)cc1
    6, -11, 4, -1, 40, 5, 2, -5, -24
COc1ccccc1/C=C\C=N\n1c(C2CCCCC2)n[nH]c1=S
    ., ., 13, 19, 20, 4, ., -14, 3
COc1ccc(OC)c(-c2nnc(NC(=O)C(C)Sc3nncn3C)s2)c1 (stereo unspecified)
    23*, 11, -4, -6, 8, 22, -6, 7, 8
O=C(O)CCSc1nnc(-c2ccncc2)n1-c1ccccc1
    -2, 4, -5, 7, 13, -19, -1, 2, -7
CCOC(=O)c1nnn(-c2nc(OC)nc(N(C)C)n2)c1-c1ccccc1
    -4, -1, -2, -71, 11, -8, -4, 2, -5
CCOC(=O)C1=C(C)NC(=O)NC1c1ccsc1 (stereo unspecified)
    -3, -4, -6, -16, -7, 5, -5, 5, -76
COC(=O)c1ccc(N2CCN(c3ccccc3)CC2)c(NC(=O)C2CC2)c1
    ., ., 7, 8, -15, 2, ., -4, -10
COc1cccc(CNn2c(-c3cccc(C)c3)nc3ccccc3c2=O)c1O
    4, 6, -5, -3, -2, -24, -8, 2, 3
COc1cccc(C(=O)N2CCN(S(=O)(=O)Cc3ccccc3)CC2)c1
    5, 2, 0, -12, 6, -20, -9[fluorescence artefact?], -2, -18
COc1ccc2nc(SCC(=O)Nc3c(C)cccc3C)[nH]c2c1
    5, -2, -3, 27, -2, -12, 8, 6, 8
OCCNc1ncnc2ccc(Br)cc12
    3, 14, -6, 5, -5, 27, 0, 5, 1
CCC1c2ccc(C)n2CCN1C(=O)Nc1ccc(F)cc1 (stereo unspecified)
    2, 13, 10, ., -11, -22, -7, -10, -8
O=C(NC1CCCCC1)c1ccc(CNc2ccccc2)o1
    7, 13, 53, 18, -1, -19, -7[fluorescence artefact?], -54, 86*
O=C(CN(Cc1ccc2c(c1)OCO2)C(=O)CNC(=O)c1ccco1)NC1CCCCC1
    7, -4, 6, -4, 4, 4, -9, -5, 10
N#Cc1c(Cl)cccc1-n1ccnc1
    ., ., 4, -2, 1, 11, ., -5, 12
Cc1ccc(S(=O)(=O)N2CCC(C(=O)Nc3ccc4c(c3)COC4=O)CC2)cc1
    6, 1, -2, 18, 22, -13, -2, 2, 11
Cc1ccc(S(=O)(=O)N(C)Cc2nc(-c3ccccn3)no2)cc1
    ., ., 8, 3, -38, -25, ., -5, -39
N=c1cc(C2(O)CCCCC2)n2c(nc3ccccc32)s1
    4, 6, -2, 3, -4, -20, -11, 1, -42
N#CCSc1nnc(-c2cccnc2)n1-c1ccccc1
    6, -3, -30, 19, 4, -8, -3, 29, -5
O=C(COC(=O)Cc1cn2ccsc2n1)Nc1nc2ccccc2s1
    1, -3[fluorescence artefact?], -5, 10, 6, 30, -3[fluorescence artefact?], 8, -3
COc1ccc(-c2noc(CCC(=O)N3CCN(c4cccc(C(F)(F)F)c4)CC3)n2)cc1
    -1, 8, 14, 6, -9, -4, 51*, -12, -21
Cc1cccc(C)c1NC(=O)CSc1nnc(-c2ccco2)c(-c2ccco2)n1
    7, -4, 12, 6, 8, -1, 83*[fluorescence artefact?], -9, -13
Nc1nnc(-c2cccnc2)s1
    6, -10, 5, -6, 34, 37, -2, -4, -7
COC(=O)c1ccc(CSc2nnc(-c3ccncc3)o2)o1
    1, 15, -2, -10, -2, -14, 1[fluorescence artefact?], 5, -7
CC1(C)SCC2C(=O)N3C(CSC3(C)C)C(=O)N21 (stereo unspecified)
    4, -5, 26, -28, -19, -50, 7[fluorescence artefact?], -26, -11
CN(C)c1ccc(C=NCCC2(O)CCOC(C)(C)C2)cc1 (stereo unspecified)
    3, 14, -15, 4, -2, -5, 27, 12, -1
Cc1ccccc1C(=O)N1CCC(C(=O)Nc2cccc(F)c2)CC1
    -5, -10[fluorescence artefact?], 10, ., 2, -28, -4, -8, -49
COc1cccc(N2CCN(Cc3nc(N)nc(Nc4ccccc4OC)n3)CC2)c1
    4, 1, -1, 25, -2, 8, -9, -1, -4
Cc1c(S(=O)(=O)Nc2cc(Cl)ccc2Cl)c(=O)n(C)c(=O)n1C
    2, -7, -6, -15, 1, 5, 11, 5, 4
O=C(CC(C(=O)N1CCc2ccccc21)n1ccnc1)NCc1ccccc1 (stereo unspecified)
    -1, 8, -8, -5, 6, -4, -1, 8, .
COc1ccc(-n2c(-c3ccc(F)cc3)cnc2SCC(=O)NCc2ccco2)cc1
    1, 7, -2, 4, 13, -9, 25, 4, -2
c1ccc(-c2noc(CSc3nnnn3-c3ccccc3)n2)cc1
    5, -7, -18, 5, 3, -32, -11, 16, -12

Screening data deposited in PubChem by several laboratories.
